# Screening data deposited in PubChem BioAssay by several laboratories.
# HIV peptide binding: cell-free HIV fusion peptide-binding blockers – biochemical, uHTS, fluorescence dequenching, primary screen (AID 1986) | cell-free peptide binding, fluorescence dequenching, 30 min; higher % means a stronger effect | one-dose inhibition, % at 20 µM; IC50 in µM for titrated hits | 0.3% of 290,000 active; in the data active = inhibition mostly above about 52%, no sharp cut-off; inactive = mostly below about 76%; also: some results filed as inactive read as strong as hits
# XIAP antagonists: XIAP antagonists, biochemical, IAP family, fluorescence polarization (AID 1018) | displacement, % at 20 µM, or IC50 in µM where a hit was titrated | 0.007% of 200,000 active | XIAP BIR domain, fluorescence polarization peptide displacement; higher % means a stronger effect; in the data active = displacement above about 50%; also: a part of the inactive calls stands beside numbers as strong as those of hits
# MgcRacGAP inhibition: MgcRacGAP GTPase-activating activity inhibitors, confirmation, biochemical, ADP Hunter fluorescence | MgcRacGAP-stimulated Rac1 GTP hydrolysis, ADP Hunter fluorescence; higher % means a stronger effect; GST-tagged Rac1 F28L mutant substrate | one-dose inhibition, % at 30 µM; IC50 in µM for titrated hits | 0.6% of 340,000 active | AID 624330;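 active = first-screen hits whose inhibition reached a set limit at any dose in the follow-up dose series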;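 also: fluorescence reports GDP produced by GAP-driven GTP hydrolysis; strong numbers were not always called active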
# NS5 inhibitors: Dengue-2 NS5 methyltransferase inhibitors, primary screen, biochemical, confirmation dose response (AID 588689). inhibition, % at 25 µM, or IC50 in µM where a hit was titrated. 0.3% of 340,000 active. Dengue-2 NS5 methyltransferase capping enzyme assay, biochemical; higher % means a stronger effect; in the data active = a potency from the dose series
# LYP inhibition: PTPN22 lymphoid phosphatase activity blockers – biochemical, fluorescence intensity, uHTS (AID 1779); recombinant LYP phosphatase, fluorescence intensity; higher % means a stronger effect; inhibition, % at 11.5 µM; hits with a dose series show IC50 in µM; 0.054% of 290,000 active; in the data active = inhibition above about 50%;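 also: plate controls were vehicle with enzyme for no effect and no enzyme for full effect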
# Large T inhibition: SV40 large T antigen inhibitors, biochemical (AID 1903); SV40 large T antigen ATPase/helicase inhibition assay; higher % means a stronger effect; inhibition, % at 20 µM; hits with a dose series show IC50 in µM; 0.39% of 310,000 active; in the data active = a potency from the dose series; also: strong numbers were not always called active
# AID2073: inhibitors of Mint1-CaV2.2 protein interaction, biochemical, HTRF (AID 2073); one-dose inhibition, % at 20 µM; IC50 in µM for titrated hits; 0.19% of 290,000 active; HTRF protein-protein interaction, Mint1-CaV2.2; higher % means a stronger effect; in the data active = inhibition mostly above about 51%, no sharp cut-off; also: some results filed as inactive read as strong as hits
# Siah-1 displacement: Siah-1 peptide-binding antagonists, primary screen, biochemical, fluorescence polarization, rhodamine-plectin, uHTS (AID 1817) | Siah-1 / rhodamine-plectin peptide fluorescence polarization; higher % means a stronger effect | one-dose displacement, % at 20 µM; IC50 in µM for titrated hits | 0.02% of 290,000 active;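 active = displacement of at least 50% at 20 µM, with a fluorescence ratio check between 0.3 and a set limit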;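 also: plate controls were Siah plus tracer with DMSO for no effect and tracer alone without Siah for full effect; strong numbers were not always called active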
# RSV antiviral HEp-2: inhibition of RSV-induced cytopathic effect – HEp-2 cells, primary 10 µM value included (AID 2391); HEp-2 cells, RSV-induced CPE inhibition; higher % means a stronger effect; 0.13% of 310,000 active; CPE inhibition, % at 10 µM, or IC50 in µM where a hit was titrated; in the data active = a potency from the dose series; also: strong numbers were not always called active
# NS5 inhibitors pilot replicate: further read-out of NS5 inhibitors, marked with its call; inhibition, %; measured here: pilot screen replicate inhibition
# * = called active by the depositor; . = no result given.
SMILES,HIV peptide binding,XIAP antagonists,MgcRacGAP inhibition,NS5 inhibitors,LYP inhibition,Large T inhibition,AID2073,Siah-1 displacement,RSV antiviral HEp-2,others
CCOc1ccc(CCNS(=O)(=O)c2c(C)nc3scc(C)n3c2=O)cc1OCC,-0.5%,.,-2%,-5%,-5%,-4%,8%,-9%,-0.3%,
O=C(CCC1CCCCC1)NCCS(=O)(=O)N1CCN(c2ccc(F)cc2)CC1,.,.,-1%,-6%,.,11%,.,.,7.8%,
CCC(=O)Nc1cccc(NC(=S)NC(=O)c2ccccc2Cl)c1,-1.8%,-10%,12%,2%,-3%,18%,-2%,2%,0.4%,
Cc1cccnc1NC(=O)CCNC(=O)c1ccccc1Cl,0.6%,.,6%,-4%,-7%,16%,12%,0%,0.9%,
O=C(COC(=O)c1cc2c(s1)CCCC2)NCc1ccccc1Cl,2.7%,-5.3%,9%,-2%,2%,2%,8%,4%,2.0%,
CCc1cccc2sc(NC(=O)C3CC3)nc12,0.0%,.,13%,-6%,-12%,4%,-5%,2%,6.3%,
S=c1[nH]nc(COc2ccccc2)n1/N=C/c1ccccc1Br,3.8%,.,12%,-8%,0%,6%,-21%,0%,13%,
O=S(=O)(Nc1ccc(Cl)cn1)c1cccc(S(=O)(=O)c2ccccc2)c1,4.0%,-2.0%,-17%,-13%,0%,1%,-14%,2%,-0.9%,
Cc1nc(-c2ccc(Cl)cc2)sc1C1(C)CC(c2ccccc2Br)=NO1 (stereo not drawn),.,.,12%,-3%,.,18%,.,.,0.3%,
NS(=O)(=O)c1ccc(N2N=C(c3ccccc3)CC2c2ccc(F)cc2)cc1 (stereo not drawn),-1.8%,3.6%,17%,-7%,-46%,-1%,36%,-4%,-3.6%,

# Reprinted from the part before: 6 compounds; new compounds follow.
SMILES,HIV peptide binding,XIAP antagonists,MgcRacGAP inhibition,NS5 inhibitors,LYP inhibition,Large T inhibition,AID2073,Siah-1 displacement,RSV antiviral HEp-2,others
O=C(COC(=O)c1cc2c(s1)CCCC2)NCc1ccccc1Cl,2.7%,-5.3%,9%,-2%,2%,2%,8%,4%,2.0%,
CCc1cccc2sc(NC(=O)C3CC3)nc12,0.0%,.,13%,-6%,-12%,4%,-5%,2%,6.3%,
S=c1[nH]nc(COc2ccccc2)n1/N=C/c1ccccc1Br,3.8%,.,12%,-8%,0%,6%,-21%,0%,13%,
O=S(=O)(Nc1ccc(Cl)cn1)c1cccc(S(=O)(=O)c2ccccc2)c1,4.0%,-2.0%,-17%,-13%,0%,1%,-14%,2%,-0.9%,
Cc1nc(-c2ccc(Cl)cc2)sc1C1(C)CC(c2ccccc2Br)=NO1 (stereo not drawn),.,.,12%,-3%,.,18%,.,.,0.3%,
NS(=O)(=O)c1ccc(N2N=C(c3ccccc3)CC2c2ccc(F)cc2)cc1 (stereo not drawn),-1.8%,3.6%,17%,-7%,-46%,-1%,36%,-4%,-3.6%,
CCCC(C(=O)Nc1ccc2c(C)cc(=O)oc2c1)c1ccccc1 (stereo not drawn),0.5%,.,4%,4%,-12%,5%,5%,4%,0.9%,
Cc1cc(C)c2c(n1)nn1c(N3CCN(Cc4ccccc4)CC3)cc(C)nc21,-0.3%,-1.8%,3%,-6%,-18%,.,23%,0%,.,
Cc1cccc(N2CCN(C(=O)c3ccccc3NC(=O)C3=CSCCO3)CC2C)c1 (stereo not drawn),-0.4%,.,10%,-9%,-4%,13%,12%,-1%,1.5%,
Cc1ccccc1NC(=O)C1(C)Cc2ccccc2C(=O)O1 (stereo not drawn),-1.9%,-21%,5%,1%,-5%,11%,1%,-7%,0.0%,
N/C(=N\OC(=O)c1cnn(-c2ccccc2)c1C(F)(F)F)c1cc(C(F)(F)F)cc(C(F)(F)F)c1,0.4%,.,12%,8%,-2%,3%,4%,3%,4.5%,
Cc1ccc(NC(=O)c2cc(-c3cccs3)on2)cc1C,1.3%,-13%,11%,5%,-6%,4%,26%,5%,1.6%,
CN(CC(=O)Nc1ccc2c(c1)OCCO2)S(=O)(=O)c1ccc(F)cc1,-1.4%,.,7%,-7%,-11%,9%,20%,2%,1.5%,
O=C(O)CN1C(=O)c2ccc(Oc3ccc4c(c3)C(=O)N(CC(=O)O)C4=O)cc2C1=O,2.7%,.,9%,5%,-1%,10%,-1%,3%,1.4%,
CCC1Sc2ccccc2N(CC(=O)NCc2ccccc2OC)C1=O (stereo not drawn),-1.9%,-5.8%,2%,2%,-9%,4%,2%,4%,-0.2%,
CCn1cc(C(=S)N2CCC(C(N)=O)CC2)c2ccccc21,-0.6%,-4.7%,5%,3%,-10%,19%,-13%,-6%,3.0%,
O=C(NCCCn1ccnc1)c1cc2ccccc2o1,-0.6%,-7.3%,14%,-6%,-7%,8%,-9%,2%,-0.5%,
CCOc1ccc([C@@H]2CC=C(C(=O)O)CN2S(=O)(=O)c2ccc(C)cc2)cc1,.,.,-1%,3%,.,21%,.,.,2.3%,
COc1ccc(CNC(=O)CN(Cc2ccc(C)cc2)S(=O)(=O)c2ccc(Cl)cc2)cc1,-2.0%,-2.4%,5%,-2%,2%,2%,-6%,2%,1.1%,
O=C(Cc1ccccc1)NCC(=O)N/N=C/c1ccc(C(=O)O)cc1,-0.1%,.,3%,-2%,-7%,3%,14%,0%,0.5%,
COc1cc(C)nc(Oc2ccc(=O)[nH]n2)n1,-0.4%,-3.8%,1%,-5%,-8%,3%,2%,-1%,-0.1%,
Nc1cc(Br)c(N)c(Br)c1,-0.1%,0.7%,14µM*,0%,-5%,20%,-10%,-3%,0.3%,NS5 inhibitors pilot replicate=1.4
O=C(Nc1ccc(-c2noc(COc3ccccc3Cl)n2)cc1)c1ccco1,9.6%,-9.1%,6%,-10%,0%,-103%,43%,3%,2.0%,
COc1ccc(NC(=O)Cc2nc3ccccc3[nH]2)cc1,-1.8%,0.6%,4%,-3%,-5%,13%,-5%,-2%,-0.8%,
COc1ccc(NC(=S)N(Cc2ccccn2)Cc2ccccc2Cl)cc1,-1.3%,-4.2%,6%,-3%,1%,7%,-7%,-3%,19%,
NC(=O)c1nsc(C(=O)N(c2ccccc2)C(C(=O)NC2CCCC2)c2cccs2)c1N (stereo not drawn),0.0%,.,2%,1%,-6%,2%,29%,-2%,1.6%,
COc1ccc(CN2CCN(C(=O)c3cccs3)CC2)cc1,-1.5%,-2.1%,18%,-3%,-3%,-2%,3%,5%,0.4%,
Cn1c(Cn2c(=O)sc3ccccc32)nnc1SCC(N)=O,-1.7%,2.3%,4%,-5%,-5%,1%,8%,16%,0.1%,
Cc1cc(NS(=O)(=O)c2ccc(NC(=O)NC(C)(C(F)(F)F)C(F)(F)F)cc2)no1,3.8%,-3.8%,3%,3%,2%,7%,9%,-2%,1.1%,
C=CCN1CC(=O)N2C(C)c3[nH]c4ccccc4c3C[C@H]2C1=O (stereo partly drawn),-0.3%,.,7%,-4%,-4%,10%,0%,2%,2.1%,
C/C(=C\c1ccccc1)C(=O)Nc1ccc(Cl)cn1,0.6%,.,9%,-9%,-4%,8%,-1%,3%,12%,
NC(=O)c1ccccc1OCc1nnc(-c2ccccc2Br)o1,2.7%,.,8%,-15%,0%,9%,5%,4%,5.5%,
Cn1nc(-c2ccccc2)c(-c2nc(-c3ccccc3Cl)no2)c1Cl,2.0%,-6.2%,5%,2%,-8%,-8%,-1%,5%,2.4%,
O=S(=O)(NCC(c1ccco1)N1CCN(c2ccc(F)cc2)CC1)c1ccc2c(c1)OCCO2 (stereo not drawn),1.5%,-4.4%,13%,3%,1%,3%,-2%,-2%,5.2%,
O=C(NN1C(=O)C2C3CCC(O3)C2C1=O)c1ccc(Br)o1 (stereo not drawn),0.8%,-5.7%,5%,0%,-5%,10%,0%,0%,5.7%,
N#Cc1ccc(CSc2nnc(-c3c[nH]c4ccccc34)n2-c2ccccc2)cc1,-1.3%,-7.2%,-7%,0%,8%,0%,25%,4%,20%,
N#Cc1nc(-c2ccccc2)oc1N1CCC(C(N)=O)CC1,-0.3%,.,5%,2%,-18%,0%,18%,1%,0.3%,
CCN(CC(=O)Nc1ccc(OC)cc1)C(=O)c1oc2c(Cl)cccc2c1C,.,.,2%,4%,.,10%,.,.,-0.6%,
Nc1ccccc1OCP(=O)(c1ccccc1)c1ccccc1,-2.0%,1.7%,5%,-4%,-8%,2%,-2%,3%,3.1%,
O=C(Nc1ccccc1O)c1cc(S(=O)(=O)N2CCOCC2)c(Cl)cc1Cl,1.2%,-2.3%,16%,-5%,4%,-2%,10%,7%,0.0%,
CCOC(=O)C(CC)Sc1ncnc2nc[nH]c12 (stereo not drawn),0.0%,-3.5%,5%,3%,-4%,0%,11%,7%,3.0%,
COc1ccc2nc(NCCCO)[nH]c2c1,-1.5%,-5.2%,16%,4%,-8%,19%,-7%,12%,-0.3%,
CC(=O)c1ccc(NC(=S)Nc2ccn(Cc3ccc(Br)cc3)n2)cc1,-1.5%,-6.7%,6%,-1%,2%,6%,1%,23%,3.9%,
Cn1c(C(=O)NCCN2CCc3ccccc3C2)cc2c(=O)n(C)c3ccccc3c21,5.0%,-7.3%,14%,-7%,-6%,7%,10%,-4%,1.4%,
O=C(/C=C/c1ccc(F)cc1)N1CCN(c2ncccn2)CC1,6.1%,-6.7%,11%,-2%,3%,11%,17%,3%,-0.3%,
O=C(NCc1ccccn1)Nc1cccc(Cl)c1Cl,1.3%,.,14%,1%,-7%,22%,4%,12%,1.7%,
Cc1nc2ncnn2c(C)c1CCC(=O)NCCc1ccccc1,-0.2%,-3.3%,3%,-7%,-7%,11%,0%,-8%,0.7%,
COc1cccc(OC)c1C(=O)Nn1c(-c2cccs2)nc2ccccc2c1=O,-1.0%,-8.1%,1%,.,-3%,1%,10%,-2%,0.4%,
Cc1[nH]n(-c2ccccc2)c(=O)c1C(c1cccc([N+](=O)[O-])c1)c1c(C)[nH]n(-c2ccccc2)c1=O,21%,-8.2%,8%,53µM*,2%,18%,9%,2%,2.0%,
NC(N)=NS(=O)(=O)c1ccc(NC(=S)NC(=O)/C=C/c2ccccc2)cc1,-0.9%,.,2%,-4%,-6%,5%,46%,4%,1.6%,
O=C1CC(NNc2ccccc2)C(=O)N1c1cccc(Cl)c1 (stereo not drawn),16%,-3.8%,-10%,2%,0%,9%,-10%,3%,1.6%,
CC(C)COCc1ccc(O)c2ncccc12,-0.9%,-4.6%,6%,-1%,-8%,5%,9%,-2%,-0.8%,
COc1ccc(OC)c(CCNC(=O)C(C)n2nc(C)c3c(C)n(-c4ccc(C)cc4)nc3c2=O)c1 (stereo not drawn),-0.4%,.,7%,4%,-9%,12%,4%,0%,-3.1%,
COCCC(=O)N1CCC(Oc2ccc(C(=O)NCCc3cn[nH]c3)cc2)CC1,0.9%,.,-2%,-2%,-5%,11%,-3%,-2%,0.1%,
COc1ccc(C2C(C#N)=C(N)OC3=C2C(=O)CC(C)(C)C3)c(OC)c1OC (stereo not drawn),-2.8%,-3.7%,4%,-11%,-7%,11%,18%,1%,3.1%,
Cn1nccc1NS(=O)(=O)c1ccc(C(C)(C)C)cc1,-0.4%,.,11%,4%,-7%,8%,7%,0%,.,
CC(Nc1cc(N2CCN(S(=O)(=O)N(C)C)CC2)ccc1[N+](=O)[O-])c1ccccc1 (stereo not drawn),-2.1%,-4.9%,12%,0%,2%,3%,-2%,1%,6.5%,
